yeast cln2 rad14: NCI yeast anticancer drug screen, S. cerevisiae cln2 rad14 strain; actives 8.3% (n = 78,000); growth inhibition, % at 50 µM;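 also: 0% = growth of vehicle-only cultures of the same strain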
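Readout is yeast growth inhibition versus vehicle-treated controls, using a strain with cln2 and rad14 alterations exposed to compound.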
yeast bub3: NCI yeast anticancer drug screen, S. cerevisiae bub3 mutant strain. growth inhibition, % at 50 µM. actives 9.9% (n = 78,000). AID 167, 2004;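 also: 0% = growth of vehicle-only cultures of the same strain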
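Screening used yeast with an engineered genetic alteration affecting cell cycle control. Compound-exposed cultures were compared with vehicle cultures, and reduced growth was taken as inhibition.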
yeast sgs1 mgt1: NCI yeast anticancer drug screen, S. cerevisiae sgs1 mgt1 strain; % growth inhibition at 50 µM; actives 10% (n = 78,000);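 also: 0% = growth of vehicle-only cultures of the same strain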
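Yeast cells carrying a defined DNA-repair defect were exposed to test compounds. Growth inhibition was measured relative to vehicle-treated controls.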
mlh1 rad18: NCI yeast anticancer drug screen, S. cerevisiae mlh1 rad18 strain; % growth inhibition at 50 µM; actives 11% (n = 79,000); AID 175, 2004;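 also: 0% = growth of vehicle-only cultures of the same strain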
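Inhibition values reflect reduced growth of mutant yeast versus vehicle-treated controls following compound exposure; the mutations affect DNA damage repair.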
mec2-1: NCI yeast anticancer drug screen, S. cerevisiae mec2-1 strain. actives 9% (n = 79,000). % growth inhibition at 50 µM;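 also: 0% = growth of vehicle-only cultures of the same strain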
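Compounds were applied to mec2-1 yeast cells. Their growth was then compared with that of vehicle-treated cultures to give growth inhibition.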
yeast rad50: NCI yeast anticancer drug screen, S. cerevisiae rad50 strain. actives 10% (n = 79,000). growth inhibition, % at 50 µM;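 also: 0% = growth of vehicle-only cultures of the same strain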
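Growth of the mutant yeast was measured after compound exposure and referenced to vehicle-treated cultures.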
Active calls of the source: *; · = no result given; & = joins results of further samples; ! = a repeat was not active. Rule as the data show it: active = growth inhibition above about 70%; inactive = the rest.

molecule	yeast cln2 rad14	yeast bub3	yeast sgs1 mgt1	mlh1 rad18	mec2-1	yeast rad50
COc1cc2c(cc1OC)C(c1ccc(N=Cc3ccc(Cl)c(Cl)c3)cc1)N(C(=S)Nc1cc(Cl)ccc1Cl)CC2 (centres undefined)	25.6	24.6	48.5	43.5	8.9	49.4
CC(=O)Oc1ccc(P(c2ccc(OC(C)=O)cc2)c2ccc(OC(C)=O)cc2)cc1	15.7	16.4	59.9	31.7	21.5	38.7
O=C(Oc1ccc(-c2ccc(Br)cc2)cc1Br)c1ccccc1	13.9	0.5	4.0	12.0	-6.3	25.6
OCc1ccn2c1[C@@H](O)CC2	1.9	-4.9	0.3	-40.3	2.0	14.1
C=C(C)[C@@H]1CC[C@]2(C)CC[C@]3(C)[C@H](CC[C@@H]4[C@@]5(C)CC[C@H](OC(=O)c6ccccc6)C(C)(C)[C@@H]5CC[C@]43C)[C@@H]12	2.9	-0.7	-26.4	0.0	-16.6	-7.6
CC(=O)Oc1ccc2c(c1)CC[C@@H]1C2[C@@H](O[N+](=O)[O-])C[C@@]2(C)C1CC[C@@H]2O (some centres undefined)	62.0	31.9	77.2*	57.8	43.3	25.5
CNC(=O)N(C)C(=O)c1ccncc1C(=O)N(C(=O)NC1CCCCC1)C1CCCCC1	20.8	-4.0	7.2	1.6	2.2	32.6
COc1cc([C@@H]2c3cc4c(cc3[C@@H](Nc3ccc(NC(=O)c5cc([N+](=O)[O-])cn5C)cc3)[C@H]3COC(=O)[C@H]23)OCO4)cc(OC)c1O	49.9&47.0	51.2&26.8	67.0&47.5	74.3*!	74.8*!	75.9*!
Cc1cc(C)c2c(=O)cc(-c3cccc(F)c3)[nH]c2n1	3.8	-1.3	-28.2	-26.1	-0.7	1.4
CC12CCC3c4ccc(O)cc4CCC3C1CCC2S (centres undefined)	94.8*!	98.1*!	52.2&-3.0	96.3*!	49.3&-1.6	96.5*!
CCOC(=O)C1CN(CCCCCCN2CC(C(=O)OCC)C(=O)C2=O)C(=O)C1=O (centres undefined)	52.9	0.1	28.5	30.4	3.1	22.1
Fc1ccccc1-c1c2ccccc2cc2ccc3ccccc3c12	-46.1	3.5	-12.4	-7.9	-15.4	-3.4
Cc1cc(=O)oc2ccc(C(=O)/C=C/N(C)C)c(O)c12	0.8	25.1	5.5	11.8	1.2	3.3
O=C1OC(=O)C2C1C1C(c3ccccc3)=C(c3ccccc3)C2(O)C2C(=O)OC(=O)C12 (centres undefined)	52.5	74.0*	69.7	29.7	81.0*	76.2*
OC(CCN1CCCCC1)(c1ccccc1)c1ccccc1	16.4	-20.2	-41.5	-18.4	-21.9	-29.6
C(=C\c1ccc2ccccc2c1)/c1ccc2ccccc2c1	63.5	6.8	16.6	31.4	25.6	6.8
S=C1CCSc2c(ccc3ccccc23)N1	13.6	31.4	40.2	26.6	-3.5	-28.4
O=S(=O)(O)c1cc(Cl)ccc1Cl	-29.2	-16.4	-24.4	8.4	-4.8	10.7
O=C(O)CCCc1ccc2c(c1)oc1ccccc12	-18.6	13.6	1.5	20.9	-6.3	-18.6
O=C(N/N=C\c1ccc([N+](=O)[O-])cc1)Nc1ccc2ccccc2c1	8.3	25.2	1.9	14.1	8.1	3.1
CC(=O)Nc1ccc(S(=O)(=O)N/N=C/c2ccco2)cc1	-30.6	4.1	5.7	33.6	1.2	23.1
Cc1noc(NS(=O)(=O)c2ccc(Nc3nc(CC(=O)Nc4ccccc4)cs3)cc2)c1C	12.7	-17.1	17.2	9.2	-19.1	18.4
CCCCC(CCC)OC(=O)Nc1cccc2ccccc12 (centres undefined)	-16.1	-0.1	3.4	40.0	0.3	35.1
CCOC(=O)c1ccc(N2C(=O)C(Cl)(c3ccccc3)C2c2ccco2)cc1 (centres undefined)	9.1	12.4	-1.6	10.5	9.8	16.2
CCN(CC)CCOc1ccc2c(C)c(-c3ccccc3)c(=O)oc2c1	-44.8	60.8	34.8	21.1	3.0	62.0
C[N+](C)([O-])Cc1cccc(NC(=O)c2ccc(C(=O)Nc3cccc(C[N+](C)(C)[O-])c3)cc2)c1	1.3	-12.8	-8.2	-8.0	1.2	-4.3
CCC1(C(=O)OC)CCC2C3CCC4CCCCC4(C)C3CCC21C (centres undefined)	-4.0	5.4	9.2	11.1	-8.9	4.6
Cc1c(Cl)cccc1NC(=O)Nc1cccc(O)c1	-15.5	34.0	24.2	4.6	5.8	17.1
CC1(C)N=C(N)N=C(N)N1c1ccc(C(=O)c2ccccc2)cc1	-3.1	13.5	-3.3	15.5	-3.5	2.6
C=C1c2c(Cl)cccc2C(CC)(CC)c2cccc(Cl)c21	4.5	0.2	-23.1	8.7	-5.6	3.9
CS(=O)(=O)OCC1OC(n2ncc(=O)[nH]c2=O)C(O)C1O (centres undefined)	-2.5	3.0	-7.1	11.0	13.7	6.9
Cc1c(F)c(C)c(F)c(C)c1F	-30.3	0.5	-1.4	20.1	8.1	-45.7
CCCCOP1(=O)C=C(C)C(=C(Cl)Cl)C(C)=C1 (centres undefined)	-14.2	-17.5	-12.3	4.3	9.8	-16.2
CCC(CC)c1nc2c([nH]1)c(=O)n(C)c(=O)n2C	-32.5	-7.2	5.3	-10.3	8.1	-34.0
CCCCCCCC(=O)N1CCCCC1CC (centres undefined)	-6.2	-9.4	73.0*	24.2	25.6	72.1*
N#CN/C(N)=N/CO	9.5	20.6	14.8	-10.8	-11.1	13.5
O=CCCC1CCCCC1	-17.4	13.1	-4.5	-5.7	1.5	4.8
O=c1c2ccccc2nc(N/N=C/c2ccccc2O)n1-c1ccccc1	-10.8	-14.7	7.8	-55.5	-6.2	-39.9
C1CC2CC1C1OC21 (centres undefined)	4.5	2.2	4.2	11.0	-25.1	3.1
c1ccc(C[S][Sn]([c]2ccccc2)([c]2ccccc2)[c]2ccccc2)cc1	94.4*	97.0*	97.0*	93.0*	96.2*	97.5*

Full records from above:
O=c1c2ccccc2nc(N/N=C/c2ccccc2O)n1-c1ccccc1 reads yeast cln2 rad14 = -10.8; yeast bub3 = -14.7; yeast sgs1 mgt1 = 7.8; mlh1 rad18 = -55.5; mec2-1 = -6.2; yeast rad50 = -39.9
N#CN/C(N)=N/CO reads yeast cln2 rad14 = 9.5; yeast bub3 = 20.6; yeast sgs1 mgt1 = 14.8; mlh1 rad18 = -10.8; mec2-1 = -11.1; yeast rad50 = 13.5

More structures:
molecule	yeast cln2 rad14	yeast bub3	yeast sgs1 mgt1	mlh1 rad18	mec2-1	yeast rad50
NC1=NNC2(C(=O)N1)c1ccccc1-c1ccccc12	-0.7	-20.4	5.5	20.5	-30.2	14.9
O=C(O)C1CCN(C(=O)c2ccccc2)CC1	12.6	-24.1	8.8	-8.3	0.8	20.2
Cn1c(-c2ccc(/C=N/N=C/c3ccc(-c4c[n+]5ccccc5n4C)cc3)cc2)c[n+]2ccccc12	28.4	3.3	24.1	33.4	9.6	18.1
O=C(N/N=C/C=C/c1ccccc1)NNC(=O)c1cc([N+](=O)[O-])cc([N+](=O)[O-])c1	13.8	2.6	38.3	24.2	10.8	31.0
COc1ccc(N=N/N=c2\sc3cc(Cl)ccc3n2C)cc1	30.4	5.0	-30.4	38.2	6.2	36.9
CCSCCNC(=O)NS(=O)(=O)c1ccc(C)cc1	1.6	-11.4	-6.5	14.0	-0.8	4.8
Cc1c(N)ncc2ccccc12	-21.2	-11.3	-13.4	-8.2	-9.4	-15.2
O=S(Cc1ccccn1)c1nc2ccccc2nc1-c1ccccc1 (centres undefined)	-1.4	31.9	47.4	43.9	10.8	56.1

Part of the list above, as labelled records.
O=C(O)C1CCN(C(=O)c2ccccc2)CC1
  yeast cln2 rad14: 12.6 | yeast bub3: -24.1 | yeast sgs1 mgt1: 8.8 | mlh1 rad18: -8.3 | mec2-1: 0.8 | yeast rad50: 20.2

C(=C\c1ccc2ccccc2c1)/c1ccc2ccccc2c1
  yeast cln2 rad14: 63.5 | yeast bub3: 6.8 | yeast sgs1 mgt1: 16.6 | mlh1 rad18: 31.4 | mec2-1: 25.6 | yeast rad50: 6.8

CCOC(=O)c1ccc(N2C(=O)C(Cl)(c3ccccc3)C2c2ccco2)cc1 (centres undefined)
  yeast cln2 rad14: 9.1 | yeast bub3: 12.4 | yeast sgs1 mgt1: -1.6 | mlh1 rad18: 10.5 | mec2-1: 9.8 | yeast rad50: 16.2

S=C1CCSc2c(ccc3ccccc23)N1
  yeast cln2 rad14: 13.6 | yeast bub3: 31.4 | yeast sgs1 mgt1: 40.2 | mlh1 rad18: 26.6 | mec2-1: -3.5 | yeast rad50: -28.4

(more compounds)
molecule	yeast cln2 rad14	yeast bub3	yeast sgs1 mgt1	mlh1 rad18	mec2-1	yeast rad50
Fc1ccc(NC(=S)S)cc1	·	·	·	-25.0	-39.0	-26.7
CCOP(=O)(OCC)/C(C#N)=C/c1ccc(-c2ccc(F)cc2F)o1	60.6	74.8*	63.1	41.4	70.8*	39.8
O=C1OC2CCCC[C@@H]2C2C[C@]34CCCCC3[C@@H](C(=O)O4)C12 (some centres undefined)	15.6	12.0	9.9	42.7	-6.8	23.1
O=C(O)c1ccccc1/C=N\N(CCO)C1=NCCN1	-25.1	3.0	13.9	19.0	13.1	21.4
Cc1cc(NCCCN(C)C)c2ccc3c(ccc4c(NCCCN(C)C)cc(C)nc43)c2n1	19.1	11.3	18.6	9.8	25.6	55.9
Nc1ccccc1Sc1ccc(F)cc1[N+](=O)[O-]	72.3*	88.8*	89.1*	88.5*	89.8*	71.0*
CCNC1(C(=O)O)CCCCC1	9.8	2.3	-1.5	-0.2	-2.1	1.4
CC(=O)Nc1ccc(O)c(=O)cc1	20.9	53.9	96.1*	97.2*	87.5*	90.6*
Cc1ccc(NC(=O)Nc2ccccc2Cl)cc1Cl	-20.4	4.8	6.1	-4.5	17.5	12.6
COc1ccc(C2OC3=C(Nc4ccc([N+](=O)[O-])cc4N3)C2=O)cc1 (centres undefined)	-5.3	-37.9	-16.8	-5.8	-19.3	-7.2
O=[N+]([O-])c1cc[n+]([O-])cc1	7.4&50.1	68.0&9.9	86.5*!	87.5*!	57.5&52.0	83.2*!
c1cc(-c2nnc(-c3ccncc3)s2)ccn1	32.5	14.5	-9.2	-8.2	-1.4	6.2
COc1ccc(CCNC(=S)N/C=C\c2nc3ccccc3[nH]c2=O)cc1OC	11.3	8.0	6.2	19.9	2.8	11.1
COC1(OC)CCC2=C(CC[C@@H]3[C@@H]2CC[C@]2(C)[C@@H](OC(C)=O)CC[C@@H]32)C1	-1.9	69.8	46.6	33.1	9.8	32.7
CCOC(=O)c1cc2ncccc2c2ccccc12	-21.6	-19.8	-23.7	-54.9	5.5	22.9
C#CC(O)CC (centres undefined)	1.7	-2.1	2.1	2.4	6.7	10.1
C=CC(C)C1(CCCOCc2ccccc2)C(=S)N2CCC3(CC24CCCC14)OCCO3 (centres undefined)	3.5	1.9	-8.6	8.1	-9.6	-11.1
COc1ccc(NC(=O)Nc2ccc(Br)cc2)cc1	-34.0	-4.6	-0.1	-15.2	5.7	-9.6
COc1ccc(/C=C(\CC(=O)c2ccc(Cl)cc2)C(=O)O)cc1	-30.6	1.0	6.6	-5.8	-8.8	-21.5
CCOC(=S)SCc1ccc([N+](=O)[O-])cc1	18.6	43.0	27.8	16.9	18.4	69.8
CCCCCCCC1C(C)c2c([nH]c3ccccc23)C2C(=O)N(c3ccc(OC)cc3)C(=O)C21 (centres undefined)	-24.8	-1.3	2.7	-29.4	-35.0	-1.6
Cc1nc(C)c(C(=O)Nc2cccc3c2C(=O)NC3=O)cc1C(=O)Nc1cccc2c1C(=O)NC2=O	18.0	-2.2	-20.8	-16.1	-3.2	-9.9
CN(C)c1nc(N)cc(=O)[nH]1	2.8	-2.0	-4.8	-2.2	-4.0	4.3
CCCNc1ncnc2c1ncn2C	7.7	7.5	-3.5	-4.7	-15.0	10.6
CSCCCS/C1=C/CCCCCCCCCC1	14.8	-9.3	-21.9	-38.6	11.0	-1.9
O=C1c2ccc(O)c(O)c2C(=O)c2cccc(O)c21	22.7	18.4	36.6	26.3	3.9	28.1
CO[Si](C)(C)OC	0.3	-6.2	-7.2	-13.9	-32.0	-6.7
COc1ccc2c3c(ccc2c1)NC(C(=O)O)CC3 (centres undefined)	21.3	52.0	36.0	61.1	-15.8	60.5
O=C(O)Cn1cc(I)c(=O)c(I)c1	3.1	-10.3	-7.2	-28.0	-43.7	-40.4
CCC1NC(C(=O)O)CS1 (centres undefined)	-33.8	5.5	-9.2	-6.3	0.5	-14.6
COc1ccc(-c2cc(-c3cc(C)cc(Cl)c3O)nc3[nH]c(=S)[nH]c(=S)c23)cc1	65.5	70.5*	84.8*	87.1*	82.6*	75.1*

From PubChem
